HP1b chromo inh: blocks HP1-beta chromodomain binding to methylated histone tails | P83916 | AlphaScreen HP1-beta / biotin-H3K9me3 peptide binding | Potency, µM (doses to about 114 µM), for inactives: top-dose activity change, negative = inhibition, actives largely listed as inhibitors | 0.56% of 390,000 active; note: potency is the fitted concentration of half-maximal effect; nearly all actives have a fitted effect of over 70% in size; inactives centre near 23
Target sequence (P83916 whole entry, looked up): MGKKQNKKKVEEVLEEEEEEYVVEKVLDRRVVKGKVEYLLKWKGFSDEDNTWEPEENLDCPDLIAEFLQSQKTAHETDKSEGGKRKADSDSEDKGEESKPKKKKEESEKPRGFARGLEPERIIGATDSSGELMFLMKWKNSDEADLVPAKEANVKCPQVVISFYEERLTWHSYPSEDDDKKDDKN
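AlphaScreen: HP1-beta (50 nM) preformed 30 min with biotin-H3(1-18)K9me3 peptide (50 nM) in PBS pH 7.4, 0.01% Tween-20. Compound added for 30 min at RT, then streptavidin donor/nickel chelate acceptor beads (10 ug/mL) for 30 min.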
Pin1 inhibitor: blocks the human prolyl isomerase Pin1. Q13526. Pin1 FP peptide displacement, HiFluor488, 10 min. Potency, µM (titrated, usually from 115 µM), for the others: at the top dose activity, negative = inhibition, usual class: inhibitors. 0.009% of 390,000 active. AID 504891; active = well fitted inhibition curve with a large enough effect in the polarisation, with a control signal flat, not every such curve was filed as active; inconclusive = small, poorly fitted or top-dose-only effect, or effect the other way, or a change in a side signal; inactive = no such curve, though single readings can be large or run the other way; the % refers to the polarisation; note: potency is the fitted concentration of half-maximal effect; % is set by controls: 0 for no effect and ±100 for the full control effect
Target sequence (Q13526 whole entry, looked up): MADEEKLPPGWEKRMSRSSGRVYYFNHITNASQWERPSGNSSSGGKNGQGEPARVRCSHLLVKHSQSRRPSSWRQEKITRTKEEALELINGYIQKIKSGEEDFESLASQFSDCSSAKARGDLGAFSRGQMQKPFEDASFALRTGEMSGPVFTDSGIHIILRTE
GLS inh: glutaminase GLS (human) inhibition; O94925; GLS enzymatic activity, qHTS titration; Potency, µM (top dose mostly 45.5 µM), for the others: top-dose activity change, negative = inhibition, actives largely listed as inhibitors; 0.21% of 410,000 active; AID 624170; note: potency is the fitted concentration of half-maximal effect; % is set by controls: 0 for no effect and ±100 for the full control effect
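Assay buffer: 45 mM KH2PO4 pH 8.2, 0.02% Tween-20. hKGA acts on L-glutamine (1 mM solution added); product glutamate is reported by an oxidase/peroxidase Amplex Red coupling, with fluorescence taken at baseline and 30 min.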
BAZ2B inh: inhibitors of human BAZ2B bromodomain | 4.4% of 360,000 active | AlphaScreen BAZ2B-H3K14Ac peptide displacement | Potency, µM (highest dose often 114 µM), for the others: top-dose activity change, negative = inhibition, actives largely listed as inhibitors | AID 504333 | Q9UIF8; note: potency is the fitted concentration of half-maximal effect; % is set by controls: 0 for no effect and ±100 for the full control effect; nearly all actives have a fitted effect of over 60% in size
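AlphaScreen displacement of biotin-H3(5-23)K14Ac peptide (50 nM final) from BAZ2B (50 nM final) in PBS pH 7.4, 0.01% Tween-20; complex preformed 30 min RT, then compounds (top 110 uM) 30 min RT, beads 20 min dark.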
Tb PGK inh: blocks T. brucei phosphoglycerate kinase; P07378; PGK/GAPDH coupled, Kinase-Glo luminescence, 60 min; Potency, µM (series often up to 57.5 µM), for inactives: top-dose activity change, negative = inhibition, hits mostly inhibitors; 0.043% of 380,000 active; note: potency is the fitted concentration of half-maximal effect; % is set by controls: 0 for no effect and ±100 for the full control effect; nearly all actives have a fitted effect of over 60% in size
Target sequence (P07378 whole entry, looked up): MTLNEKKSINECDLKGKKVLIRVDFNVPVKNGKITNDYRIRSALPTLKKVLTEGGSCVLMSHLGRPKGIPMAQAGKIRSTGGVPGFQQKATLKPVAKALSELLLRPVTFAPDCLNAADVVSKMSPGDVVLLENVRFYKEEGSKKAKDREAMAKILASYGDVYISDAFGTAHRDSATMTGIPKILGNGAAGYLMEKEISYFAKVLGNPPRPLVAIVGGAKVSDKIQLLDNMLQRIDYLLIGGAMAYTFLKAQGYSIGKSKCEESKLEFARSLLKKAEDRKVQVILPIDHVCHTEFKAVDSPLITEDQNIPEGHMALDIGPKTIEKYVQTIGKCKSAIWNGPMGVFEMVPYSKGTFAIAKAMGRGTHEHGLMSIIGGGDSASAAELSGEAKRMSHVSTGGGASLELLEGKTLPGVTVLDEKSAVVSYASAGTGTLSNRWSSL
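Luminescent ATP detection (Kinase-Glo Plus) follows a 60-minute room-temperature incubation, with wells lacking PGK as controls. Buffer: 100 mM TEA (pH 7.6), 5 mM MgCl2, 0.01% Tween-20. Coupling enzyme GAPDH (100 nM final) supplies unstable 1,3-BPG in-well.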
G9a inh: inhibitors of human histone lysine methyltransferase G9a | Q96KQ7 | Potency, µM (doses to about 102 µM), for inactives: top-dose activity, negative = inhibition, usual class: inhibitors | 8.8% of 350,000 active | AID 504332 | G9a H3K9 monomethylation, AlphaScreen, 2 h; note: potency is the fitted concentration of half-maximal effect; % is set by controls: 0 for no effect and ±100 for the full control effect; nearly all actives have a fitted effect of over 75% in size
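G9a (20 nM) was preincubated 15 min with compound, then reacted 2 h at room temperature with 500 nM biotin-H3K9 peptide and 20 µM SAM. Monomethyl-H3K9 detected by AlphaScreen using anti-H3K9me1 antibody.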
ERG-DNA inh: inhibitors of human ERG Ets domain-DNA interaction. AID 624246. fluorescence polarization, His-ERG Ets domain / labelled DNA. P11308. 0.028% of 370,000 active. Potency, µM (series often up to 76.9 µM), for the others: at the top dose FP activity, negative = inhibition, actives largely listed as inhibitors; active = well fitted inhibition curve with a large enough effect in the polarisation, with a control signal flat; inconclusive = small, poorly fitted or top-dose-only effect, or effect the other way, or a change in a side signal; inactive = no such curve, though single readings can be large or run the other way; the % refers to the polarisation;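 note: polarization taken with two DNA probes labelled with fluorescein and Texas red; potency is the fitted concentration of half-maximal effect; % of control where 0% means no effect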
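His-tagged ERG Ets domain (1 uM in the protein solution; 300mM KCl, 50mM Tris-HCl, 1mM EDTA, 1mM DTT, pH 7.5) received compound, then a probe mix of 5 nM fluorescein-DNA and 100nM Texas-615-DNA. Fluorescence polarization was read for both dyes.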
JMJD2A Tudor inh: JMJD2A Tudor domain (human) inhibition; O75164; AlphaScreen JMJD2A-Tudor / H3K4me3 peptide binding; Potency, µM (top dose mostly 114 µM), for the others: top-dose activity change, negative = inhibition, hits mostly inhibitors; 4.4% of 390,000 active; AID 504339; note: potency is the fitted concentration of half-maximal effect; % is set by controls: 0 for no effect and ±100 for the full control effect; nearly all actives have a fitted effect of over 50% in size
PI4K2A inh: blocks human PI4K2A kinase activity; AID 1346378; 0.13% of 420,000 active; purified PI4K2A, ADP-Glo luminescence, 1 h; hits give low values; Q9BTU6; activity change, negative = inhibition, % at 76.9 µM; in the data active = activity change below about -50%; inconclusive = mostly about -30% to -49%;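 note: -100% = wells without enzyme as full effect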
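PI4K2A activity was measured by ADP-Glo luminescence: enzyme (4 ug/mL stock) and phosphatidylinositol (1.2 mM stock) in Tris pH 7.5/MgCl2/EGTA/Triton X-100 buffer were reacted with ATP (300 microM stock) for one hour at ambient temperature.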
Numbers without * were called inactive; i = inactive; u = inconclusive; x = not tested or not shown; [ ] = remark or other dose. Unless noted, calls come from the whole dose curve; as a rule, active = well fitted curve in the direction sought with a large enough effect; inconclusive = small, poorly fitted or top-dose-only effect, or another doubt; inactive = no such curve, though single readings can be large; an effect the other way counts as inactive or inconclusive.

SMILES	HP1b chromo inh	Pin1 inhibitor	GLS inh	BAZ2B inh	Tb PGK inh	G9a inh	ERG-DNA inh	JMJD2A Tudor inh	PI4K2A inh
COc1cc(C(=O)NCC(=O)Nc2c(C)cccc2C)ccc1OCc1ccccc1	15%	-10%	-6%	4%	2%	21%[12.7 µM]	2%	-8%	-1
CCc1ccc(-c2nc(SCC(=O)NCCOC)c(-c3ccc(C)cc3)[nH]2)cc1	-2%	-3%	4%	-26%	7%	-11%[59 µM]	5%	-17%	-1
O=C(CC1C(=O)NCCN1C(=O)c1ccc(F)cc1)OCc1ccccc1 (stereo unspecified)	50%[activator]	-10%	6%	-4%	-1%	-3%[12.7 µM]	-6%	7%	2
CCOc1ccc(NC(=O)c2cn(C3CCCCC3)c(=O)c3c2c2ccccc2n3C)cc1	26%	2%	-7%	-3%	-3%	-22%[59 µM]	-2%	-11%	2
COCCNc1oc(/C=C/c2ccccc2OC)nc1S(=O)(=O)c1ccccc1	40%[activator]	-6%	11%	17%	-13%	78%[activator][59 µM]	13%	15%	-6
COc1ccc(C(CNC(=O)c2cc3ccccc3o2)N2CCCC2)cc1 (stereo unspecified)	28%	2%	15%	53%[activator]	7%	-23%[59 µM]	3%	-6%	3
N#Cc1c(N)n(C2CCCCC2)c2nc3ccccc3nc12	55%[activator]	18%	6%	-2%	-1%	6%	-7%	16%	5
CC1(C)Cc2nc(N)c(=O)sc2C1	11%	6%	1%	6%	-8%	20%[59 µM]	x	-14%	-1
COc1cccc(CNC(=O)c2ccc3c(c2)N(C)CCS3)c1OC	17%	5%	15%	u	-4%	-51%	5%	-34%	-2
Cc1ccc(S(=O)(=O)CCSc2cccc(C(=O)Nc3ccccc3C(=O)O)c2)cc1	24%	-6%	23%	-2%	1%	u	8%	-23%	-1
CC1Sc2ccc(S(=O)(=O)CCC(=O)NC3CCCC(C)C3C)cc2NC1=O (stereo unspecified)	59%[activator]	6%	-4%	-5%[57.1 µM]	-6%	1%	-1%	19%	2
O=C(O)CCCC(=O)Nc1ccc(C(=O)N2CCCCC2)cc1	12%	1%	-4%	-28%	-8%	1%[59 µM]	x	4%	3
COc1ccc(OC)c(S(=O)(=O)N2CCC(C(=O)NCc3ccc4c(c3)OCO4)CC2)c1	17%	-13%	-8%	-26%	2%	9%	-18%	-4%	3
COc1ccccc1CN1CCN(Cc2nc(-c3cccs3)no2)CC1	9%[57 µM]	4%	1%	-22%	-2%	-3%	7%	-28%	-3
Cc1ccccc1NC(=O)C1CCCN(S(=O)(=O)c2cccc3cccnc23)C1 (stereo unspecified)	47%[activator]	0%	1%	10%	-9%	0%[59 µM]	0%	-5%	0
O=C(Cc1n[nH]c(=O)[nH]c1=O)N/N=C/c1ccccc1	5%	0%	4%	-3%	i	11%[59 µM]	x	-6%	1
Cc1ccc(-c2cc3c(n2-c2ccccc2F)CC(C)(C)CC3=O)cc1	27%	0%	-6%	-14%[57.1 µM]	-10%	-21%[59 µM]	3%	-4%	-1
FC(F)Oc1ccc(C2N=C(c3ccccc3)NO2)cc1 (stereo unspecified)	48%[activator]	0%	1%	-2%	-11%	-12%	4%	-6%	-1
Cc1ccc(NC(=O)CO/N=C(\N)c2ccccc2)cc1C	29%	4%	2%	x	i	x	2%	-16%	-5
C[C@H](CO)N1C[C@H](C)[C@@H](CN(C)C(=O)Nc2ccccc2)Oc2ccc(NS(=O)(=O)c3ccc(F)cc3)cc2C1=O	32%	-2%	-2%	x	2%	x	0%	-8%	-2
CC(=O)Nc1ccc(N2C(=O)c3ccc(C(=O)Nc4nnc(SCc5ccc(F)cc5)s4)cc3C2=O)cc1	53%[activator]	-3%	2%	-30%	-5%	u	11%	-4%	-1
O=C(CCNC(=O)c1ccccc1Cl)NN=Cc1ccco1	20%	-2%	4%	x	3%	x	-2%	-9%	4
O=C(Nc1ccc2c(c1)CCC2)C1CCCN(c2ncccn2)C1 (stereo unspecified)	1%	-2%	1%	3%	-3%	5%[2.33 µM]	-2%	-11%	1
COc1ccc(CNc2ccc(C(=O)O)cc2)cc1	56%[activator]	5%	15%	-5%	i	-46%[59 µM]	0%	-11%	-4
CN1CCN(c2ccc(NC(=O)COc3cccc4ccccc34)cc2)CC1	-10%	-3%	-3%	u	-1%	u	23%	u	2
COc1ccc(N2CCN(C(=O)CCNC(=O)c3ccc(C(C)(C)C)cc3)CC2)cc1	-16%	-7%	26%	u	i	45µM*	2%	u	7
O=C(NCc1ccc2c(c1)OCO2)C1CCN(Cc2cnn(-c3ccccc3)c2-n2cccc2)CC1	18%	-1%	-1%	u	-1%	-10%[59 µM]	-2%	-23%	2
CCOC(=O)C[n+]1c(C)csc1C	61%[activator]	-6%	-2%	-2%	4%	10%	-2%	0%	1
CCOC(=O)C1(CCOc2ccccc2)CCN(C(=O)c2ccc(-n3cccn3)cc2)CC1	30%	-12%	4%	-5%	-4%	x	16%	-17%[11.4 µM]	3
O=C(NC1CCCCC1)c1cc(-c2ccccc2O)on1	0%	-13%	8%	0%	-9%	1%	0%	-15%	-3
Cc1cc(NC(=O)CSCC(=O)Nc2ccc(Cl)c(C(F)(F)F)c2)no1	25%	1%	3%	4%	-8%	6%	5%	-12%	-1
COc1cccc(NC(=O)C2CCCN(S(=O)(=O)c3c(C)[nH]c(=O)[nH]c3=O)C2)c1 (stereo unspecified)	24%	0%	4%	-2%	9%	6%[59 µM]	0%	10%	-1
CCOC(=O)c1nnc2cc(C)nn2c1C	37%	2%	4%	1%	0%	20%[59 µM]	2%	-2%	2
Cc1cccc(NC(NC(=O)c2ccccc2[N+](=O)[O-])C(Cl)(Cl)Cl)c1 (stereo unspecified)	11%	2%	14%	-37%	6%	18%[59 µM]	-6%	-15%	-2
COc1ccc(C(=O)Nc2ccccc2SCc2cc(=O)n3nc(C)sc3n2)cc1OC	31%	0%	2%	-2%[57.1 µM]	-4%	63%[activator]	-5%	-2%	-3
Cc1nc([N+](=O)[O-])c(Br)n1CC(=O)c1ccc2ccccc2c1	29%	14%	1%	-6%	i	11%	3%	-5%[57.1 µM]	3
O=C(Nc1ccccc1Oc1cccnc1)C1CCCN(Cc2ccc(F)cc2)C1 (stereo unspecified)	41%[activator]	-4%	8%	3%	-1%	21%	5%	-4%	-4
O=C(CCC1CCCC1)NCCCN1CCOCC1	24%	-2%	4%	-2%	11%	-11%[12.7 µM]	-8%	1%	-3
O=C1CC(c2ccccc2Oc2cccc(Cl)c2)C(n2cncn2)C(=O)C1C1NCCc2ccccc21 (stereo unspecified)	44%[activator]	-28%	3%	u	1%	x	13%	-25%	-4
COc1ccc(C2(CNC(=O)c3ccccc3)CCOCC2)cc1	7%	-1%	2%	18%	-1%	14%	-13%	-13%	5
COc1ccc(N(CC(=O)Nc2cccc(N(C)S(C)(=O)=O)c2)S(=O)(=O)c2ccc(F)cc2)cc1	66%[activator]	18%	-2%	-4%	i	17%[12.7 µM]	-1%	1%[11.4 µM]	-5
CCOC(=O)C1=C(CS(=O)(=O)c2ccc(F)c(C)c2)NC(=O)NC1c1ccc(O)c(O)c1 (stereo unspecified)	22%	-1%	u	u	-1%	25µM*	6%	-21%	-3
N#Cc1c(-c2cccs2)cc(C2CC2)nc1SCC(N)=O	46%[activator]	7%	-2%	9%	-6%	9%[12.7 µM]	12%	0%	-6
Cc1[nH]c2ccccc2c1C(=O)CSc1nc2ncc(Cl)cc2[nH]1	21%	u	4%	-7%	-5%	-44%	1%	-24%	-4
Cc1ccc(NC(=O)CSCC(=O)Nc2ccc(S(=O)(=O)N3CCOCC3)cc2)cc1	30%	6%	-9%	-16%	i	u	-5%	-12%	0
CCOc1ccc(C(=O)OCC(=O)NC(C)C)cc1	17%	2%	0%	-16%	-1%	-3%	21%	-5%	1
COc1ccc(N(C(=O)c2ccc(Br)o2)C2C=CS(=O)(=O)C2)cc1 (stereo unspecified)	36%[activator]	-7%	7%	-29%	x	-32%[59 µM]	x	-9%	0
O=C1c2ccccc2NC(c2cc(Cl)cc(Cl)c2O)N1Cc1cccnc1 (stereo unspecified)	35%	1%	19%	u	-3%	79µM*	-2%	-25%	-2
CCOCCCNC(=O)CN1C(=O)c2c(c3ccccc3n2C)C1c1ccc(OC)cc1 (stereo unspecified)	23%	3%	1%	u	4%	-2%[59 µM]	-5%	3%	-4
CCOc1ccc(C/C(N)=N/n2cnnc2)cc1	27%	3%	6%	11%	2%[11.5 µM]	-13%[59 µM]	x	-11%	-1
CCn1c(SCC(=O)c2cc(C)n(-c3ccc(C(=O)OC)cc3)c2C)nnc1-c1cccnc1	33%	3%	6%	u	-3%	-4%[2.33 µM]	5%	u	1
CC1CCN(C(=O)CCNS(=O)(=O)c2ccc(Cl)cc2)CC1	27%	-12%	4%	2%	-1%	8%	3%	-5%	2

Screens deposited in PubChem by National Center for Advancing Translational Sciences (NCATS).

Outcome played no part in choosing rows (roughly 11% active in at least one column).
